aSyn rescue: rescues yeast growth from alpha-synuclein toxicity; Yeast expressing alpha-synuclein, growth rescue, BacTiter-Glo, 24 h; Potency, µM (series often up to 46.1 µM), for inactives: at the top dose growth rescue (activation), actives largely listed as activators; hit rate 0.14% among 370,000; AID 652106; also: potency is read from the fitted curve at half-maximal effect; % of control where 0% means no effect; nearly all actives have a fitted effect of over 65% in size
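Readout is rescue of growth in alpha-synuclein-expressing yeast, so inhibitors of toxicity appear as activators. Growth after 24 hr at 30 deg C in galactose medium is quantified by luminescence.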
KB-V1 cytotox: kills drug-selected multidrug resistant KB-V1 cells; Potency, µM (doses to about 46.1 µM), for the others: top-dose activity change, negative = cytotoxicity, most hits filed as cytotoxic; AID 1347076; hit rate 3.4% among 400,000; KB-V1 MDR cells viability, CellTiter-Glo, 72 h; also: potency is read from the fitted curve at half-maximal effect; % is scaled to controls: 0 for no effect and ±100 for the full control effect; nearly all actives have a fitted effect of over 60% in size
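KB-V1 cells (P-gp-expressing MDR subline of KB-3-1) in phenol-red-free DMEM with 10% FBS were exposed to library compounds over a concentration series for 72 h at 37 degrees C. Viability read by CellTiter-Glo luminescence; concentration-effect curves fitted after normalization.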
DRD3 agonist: agonists of human D3 dopamine receptor | D3R DiscoveRx beta-arrestin cells, luminescence, 90 min | hit rate 0.58% among 410,000 | P35462 | max activation, %; in the data active = max activation above about 30%; also: 0% is about no effect; mostly tested at two doses, the higher about 12 µM
Target sequence (P35462 whole entry, looked up): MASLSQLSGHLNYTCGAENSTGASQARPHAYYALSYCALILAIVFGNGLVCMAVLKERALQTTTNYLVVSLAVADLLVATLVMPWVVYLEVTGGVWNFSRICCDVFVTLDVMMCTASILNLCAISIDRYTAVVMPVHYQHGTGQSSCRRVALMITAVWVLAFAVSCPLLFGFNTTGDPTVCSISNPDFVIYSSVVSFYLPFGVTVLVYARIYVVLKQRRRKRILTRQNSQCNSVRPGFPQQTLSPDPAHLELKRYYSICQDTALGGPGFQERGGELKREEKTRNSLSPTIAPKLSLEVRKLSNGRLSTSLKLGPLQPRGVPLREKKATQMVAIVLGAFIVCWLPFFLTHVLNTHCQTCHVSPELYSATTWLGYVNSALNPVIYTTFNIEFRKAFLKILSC
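Agonist-mode cell screen: cells plated at 1500/well and incubated overnight at 37 °C, then exposed to library compounds for 90 min at 37 °C. Detection reagent was added for 30–60 min at room temperature, and luminescence was read.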
GLP-1R inv ag: inverse agonists of human GLP-1 receptor; P43220; HEK293 GLP-1R CRE-luciferase, luminescence, 24 h; GLP-1R form is constitutively active; Potency, µM (highest dose often 38.3 µM), inactives show top-dose activity change, negative = inhibition, most hits filed as inhibitors; hit rate 1.6% among 410,000; AID 624417; also: potency is read from the fitted curve at half-maximal effect; % is scaled to controls: 0 for no effect and ±100 for the full control effect; nearly all actives have a fitted effect of over 55% in size
Target sequence (P43220 whole entry, looked up): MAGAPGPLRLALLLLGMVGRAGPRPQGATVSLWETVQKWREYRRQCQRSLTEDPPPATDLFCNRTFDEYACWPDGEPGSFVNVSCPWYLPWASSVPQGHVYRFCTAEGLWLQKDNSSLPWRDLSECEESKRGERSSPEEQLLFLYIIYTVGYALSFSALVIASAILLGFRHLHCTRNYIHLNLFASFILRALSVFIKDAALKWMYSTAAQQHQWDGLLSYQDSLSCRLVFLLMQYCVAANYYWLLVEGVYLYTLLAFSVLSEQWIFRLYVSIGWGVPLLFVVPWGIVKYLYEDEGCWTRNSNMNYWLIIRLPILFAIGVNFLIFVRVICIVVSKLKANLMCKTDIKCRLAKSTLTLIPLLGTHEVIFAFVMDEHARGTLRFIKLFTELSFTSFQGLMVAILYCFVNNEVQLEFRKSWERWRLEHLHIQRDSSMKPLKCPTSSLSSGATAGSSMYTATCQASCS
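Constitutively active GLP-1R drives a cAMP-responsive luciferase in stably transfected HEK293 cells; test compounds are added after overnight (12 h) attachment and left 24 hr, and signal loss in luminescence marks inhibition.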
TDP-43 yeast inh: inhibitors of TDP-43 toxicity in yeast. AID 652104. TDP-43 expressing yeast growth rescue, BacTiter-Glo, 24 h. Potency, µM (highest dose often 46.1 µM), for the others: at the top dose growth rescue (activation), hits mostly activators. hit rate 1.8% among 410,000; also: potency is read from the fitted curve at half-maximal effect; % of control where 0% means no effect; nearly all actives have a fitted effect of over 50% in size
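Yeast cells expressing TDP-43 under galactose induction are exposed to compounds for 24 hr at 30 deg C. BacTiter-Glo luminescence measures growth, so protective compounds score as activators.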
DRD3 antagonist: antagonists of human D3 dopamine receptor | P35462 | D3R cells, DiscoveRx beta-arrestin luminescence, antagonist mode; active compounds read low | max response, negative = inhibition, % | hit rate 2.5% among 360,000 | AID 652054; in the data active = max response below about -50%; inconclusive = no clear call, values can overlap the other calls; also: % is scaled to controls: 0 for no effect and ±100 for the full control effect; mostly tested at two doses, the higher about 12 µM
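Cells plated overnight at 1500 cells/well, then exposed to library compounds with dopamine controls for 90 minutes at 37 degrees C. DiscoveRx reagent added for 30–60 minutes at room temperature; luminescence read, quantitative HTS format.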
GLP-1R agonist: activates the human GLP-1 receptor. Potency, µM (doses to about 45.6 µM), without a hit: top-dose activation, most hits filed as activators. P43220. hit rate 0.007% among 380,000. HEK293 GLP-1R CRE-luciferase, luminescence, 4-6 h; cells express a hypersensitive GLP-1R form. AID 624172; also: potency is read from the fitted curve at half-maximal effect; % of control where 0% means no effect
PTHR1 agonist: agonists of human PTHR1 parathyroid hormone receptor; Potency, µM (series often up to 115 µM), inactives show at the top dose activation, actives largely listed as activators; AID 743266; HEK293 GP2 PTHR1 cells, GloSensor cAMP luminescence, 1 h; hit rate 0.075% among 410,000; also: potency is read from the fitted curve at half-maximal effect; nearly all actives have a fitted effect of over 55% in size; some results filed as inactive show a strong effect at the top dose; inactives centre near -15; many of its hits are not listed in these tables
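HEK-293-derived GP2 cells expressing PTHR1 and a GloSensor cAMP reporter, 3,000/well, plated overnight, given luciferin plus IBMX (each 0.5 mM as added) for 1 h at 37 °C, then compound for 1 h at 37 °C. Luminescence was read after 15 min at room temperature.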
HEK293 tox: cytotoxic in the GLP-1 receptor inverse agonist counter-screen; HEK293 cAMP-luciferase reporter cells, luminescence, 24 h; Potency, µM (highest dose often 38.3 µM), for the others: at the highest dose activity change, negative = inhibition, hits mostly inhibitors; hit rate 0.13% among 410,000; AID 624418;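 also: loss of luciferase light is scored as toxicity; potency is read from the fitted curve at half-maximal effect; % is scaled to controls: 0 for no effect and ±100 for the full control effect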
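Quantitative HTS format, 1536 wells, 200 cells/uL seeded. Compounds: 23 nL, 24 h, 37 °C. Detection: luciferase reagent, luminescence at 12 min RT; decreased signal taken as cytotoxic.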
Numbers without * were called inactive; [ ] = another dose, or the depositor's remark. Unless noted, calls follow the shape of the dose curve; as a rule, active = well fitted curve in the direction sought with a large enough effect; inconclusive = small, poorly fitted or top-dose-only effect, or another doubt; inactive = no such curve, though single readings can be large; an effect the other way counts as inactive or inconclusive.

Cc1cc2ccccc2n1CCNC(=O)C(C)Oc1ccccc1 (stereo not given) was read as aSyn rescue 8.5%, KB-V1 cytotox 6.6%, DRD3 agonist -17.6, GLP-1R inv ag inconclusive, TDP-43 yeast inh 3.4%, DRD3 antagonist -59.8*, GLP-1R agonist 5.3%, PTHR1 agonist inactive and HEK293 tox 0.1%.
Screening CC(=O)c1sc(Nc2nc(C)cc(C)n2)nc1C returned aSyn rescue 8.0%, KB-V1 cytotox inconclusive, DRD3 agonist -1.6, GLP-1R inv ag 22.4%, TDP-43 yeast inh 3.3%, DRD3 antagonist 1.9, GLP-1R agonist -0.6%, PTHR1 agonist inactive and HEK293 tox 1.7%.
For COc1cccc(NC(=O)c2cc3ccccc3oc2=O)c1 the results were aSyn rescue 3.2%, KB-V1 cytotox 0.1%, DRD3 agonist 2.3, GLP-1R inv ag 3.9%, TDP-43 yeast inh 16.3%, DRD3 antagonist -2.3, GLP-1R agonist -6.5%, PTHR1 agonist -39.5%[inhibitor] and HEK293 tox -7.2%.
Screening CCCN(CCC)C(=O)Nc1ccc(F)cc1F returned aSyn rescue 4.2%, KB-V1 cytotox inconclusive, DRD3 agonist -11.6, GLP-1R inv ag 15.8%, TDP-43 yeast inh -2.7%, DRD3 antagonist 18.2, GLP-1R agonist -1.4%, PTHR1 agonist -30.6%[inhibitor] and HEK293 tox -4.7%.
For Cc1ccc(C2=C(O)C(=O)C(c3ccc(C)cc3)=C(O)C2=O)cc1 the results were aSyn rescue 8.8%, KB-V1 cytotox 14.6µM*, DRD3 agonist 0.6, GLP-1R inv ag 7.8%, TDP-43 yeast inh -4.2%, DRD3 antagonist -1.4, GLP-1R agonist -11.8%, PTHR1 agonist -28.4% and HEK293 tox 1.0%.
`COc1cccc(OCC(=O)NNC(=O)C(=O)N2CCCC2)c1` gave aSyn rescue 4.0%, KB-V1 cytotox -14.3%, DRD3 agonist 9.3, GLP-1R inv ag 25.2%, TDP-43 yeast inh 8.3%, DRD3 antagonist 10.0, GLP-1R agonist -14.1%, PTHR1 agonist inactive and HEK293 tox 7.4%.
Screening O=C1OC2(O)C3C4C=CC(C4)C3C(=O)N2c2ccccc21 (stereo not given) returned aSyn rescue -1.0%, KB-V1 cytotox 22.2%, DRD3 agonist 3.4, GLP-1R inv ag 2.9%, TDP-43 yeast inh 12.0%, DRD3 antagonist 13.1, GLP-1R agonist 8.3%, PTHR1 agonist inactive and HEK293 tox 0.4%.
`Clc1ncccc1-c1nnn(-c2ccccc2)n1` gave aSyn rescue 0.3%, KB-V1 cytotox -3.7%, DRD3 agonist 12.5, GLP-1R inv ag -0.9%, TDP-43 yeast inh inconclusive, DRD3 antagonist 0.7, GLP-1R agonist 2.2%, PTHR1 agonist -15.7% and HEK293 tox -32.0%.
For COc1ccccc1NC(=O)Oc1ccc(C(C)=O)cc1 the results were aSyn rescue 5.5%, KB-V1 cytotox 0.0%, DRD3 agonist 0.6, GLP-1R inv ag -18.1%, TDP-43 yeast inh 13.1%, DRD3 antagonist -6.9, GLP-1R agonist -1.5%, PTHR1 agonist -20.6% and HEK293 tox -13.7%.
For CCC(=O)Nc1ccc(C(=O)N/N=C/c2c(C)[nH]c3ccccc23)cc1 the results were aSyn rescue -9.0%, KB-V1 cytotox 10.6%, DRD3 agonist -5.5, GLP-1R inv ag -20.8%, TDP-43 yeast inh -9.7%, DRD3 antagonist -23.2, GLP-1R agonist 5.8%, PTHR1 agonist inactive and HEK293 tox 0.1%.
For O=C(CCSc1ccccc1)N1CCN(c2ccccc2F)CC1 the results were aSyn rescue 5.3%, KB-V1 cytotox -18.4%, DRD3 agonist 4.3, GLP-1R inv ag inconclusive, TDP-43 yeast inh -9.9%[9.22 µM], DRD3 antagonist 2.2, GLP-1R agonist 18.2%, PTHR1 agonist -74.1%[inhibitor] and HEK293 tox 21.2%.
`CCc1nc2ccccc2n1CCCCOc1ccc(C)cc1` gave KB-V1 cytotox -19.6%, DRD3 agonist 1.4, GLP-1R inv ag 10µM*, TDP-43 yeast inh 11.8%, PTHR1 agonist -30.7%[inhibitor] and HEK293 tox 8.1%.
Screening CCOc1ccc(N=C(NC#N)SCC)cc1 returned aSyn rescue 0.4%, KB-V1 cytotox -19.2%, DRD3 agonist -0.1, GLP-1R inv ag 0.0%, TDP-43 yeast inh -3.2%, DRD3 antagonist 10.9, GLP-1R agonist 14.7%, PTHR1 agonist inactive and HEK293 tox 1.8%.
`CC(C)Oc1ccc(C(CC(=O)O)NC(=O)c2cccs2)cc1` (stereo not given) gave aSyn rescue -2.9%, KB-V1 cytotox inconclusive, DRD3 agonist 14.8, GLP-1R inv ag -6.7%, TDP-43 yeast inh -13.0%, DRD3 antagonist 8.5, GLP-1R agonist 6.0%, PTHR1 agonist -18.8% and HEK293 tox 17.0%.
CCN(CC(=O)Nc1ccc(NC(C)=O)cc1)C(=O)c1cccc(Oc2ccccc2)c1 was read as aSyn rescue 3.8%, KB-V1 cytotox 17.0%, DRD3 agonist 3.5, GLP-1R inv ag -21.0%, TDP-43 yeast inh -6.7%, DRD3 antagonist -4.0, GLP-1R agonist -8.0%, PTHR1 agonist -15.0% and HEK293 tox -3.8%.
Screening Clc1ccccc1CNc1nc2ccccc2n2cnnc12 returned aSyn rescue 2.6%, KB-V1 cytotox 5.0%, DRD3 agonist 6.4, GLP-1R inv ag 26.3%, TDP-43 yeast inh 14.2%, DRD3 antagonist 7.5, GLP-1R agonist 12.1%, PTHR1 agonist inactive and HEK293 tox 4.0%.
Screening O=C(O)C1CCCCC1C(=O)NCc1ccncc1 (stereo not given) returned aSyn rescue -0.6%, KB-V1 cytotox -14.0%, DRD3 agonist 1.0, GLP-1R inv ag 8.2%, TDP-43 yeast inh 14.1%, DRD3 antagonist 0.5, GLP-1R agonist -4.6%, PTHR1 agonist inactive and HEK293 tox -0.8%.
Cc1ccc(CC2(OCCN(C)C)CCC(C(C)(C)C)CC2)cc1 (stereo not given) was read as aSyn rescue -7.9%, KB-V1 cytotox 18.4µM*, DRD3 agonist -14.2, GLP-1R inv ag inconclusive, TDP-43 yeast inh 2.4%, DRD3 antagonist 4.4, GLP-1R agonist -16.4%, PTHR1 agonist -8.9% and HEK293 tox inconclusive.
Screening Cc1cc(-c2ccccc2)c2c3c(cn2n1)c(=O)n(C)c(=O)n3C returned aSyn rescue -1.6%, KB-V1 cytotox -28.3%, DRD3 agonist -2.8, GLP-1R inv ag 2.7%, TDP-43 yeast inh 7.1%, DRD3 antagonist 13.3, GLP-1R agonist 4.6%, PTHR1 agonist inactive and HEK293 tox -22.9%.
O=C(Nc1ccc(NC(=O)C23CC4CC(CC(C4)C2)C3)cc1)c1cc(F)c(F)cc1Cl was read as aSyn rescue -8.9%, KB-V1 cytotox 3.0%, DRD3 agonist 2.9, GLP-1R inv ag 5.7%, TDP-43 yeast inh 6.1%, DRD3 antagonist -2.0, GLP-1R agonist -1.4%, PTHR1 agonist inactive and HEK293 tox 17.8%.
`O=C1c2ccccc2-c2cccnc21` gave aSyn rescue 16.3%, KB-V1 cytotox -8.4%, DRD3 agonist -6.6, GLP-1R inv ag 19.7%, TDP-43 yeast inh -10.6%, DRD3 antagonist -19.8, GLP-1R agonist 0.5%, PTHR1 agonist inactive and HEK293 tox 9.1%.
COc1ccc(-c2nc(S(=O)(=O)c3ccc(Cl)cc3)c(NCc3ccccc3)o2)cc1 was read as KB-V1 cytotox 3.0%, DRD3 agonist -15.7, GLP-1R inv ag 4.1%, TDP-43 yeast inh -0.2%, PTHR1 agonist inactive and HEK293 tox -1.8%.
Screening Cc1cc(NC(=O)c2ccc(F)cc2F)n(-c2nc3ccccc3[nH]2)n1 returned aSyn rescue 6.5%, KB-V1 cytotox -3.9%, DRD3 agonist 24.5, GLP-1R inv ag 0.0%, TDP-43 yeast inh -2.6%, DRD3 antagonist 19.6, GLP-1R agonist 6.2%, PTHR1 agonist -22.2%[57.5 µM] and HEK293 tox 5.2%.
COCCCNC(=O)CCc1c(C)c2cc3c(C)coc3cc2oc1=O was read as aSyn rescue 9.8%, KB-V1 cytotox -15.1%, DRD3 agonist 15.8, GLP-1R inv ag 4.8%, TDP-43 yeast inh -5.1%, DRD3 antagonist 14.3, GLP-1R agonist 13.1%, PTHR1 agonist -28.8% and HEK293 tox -5.8%.
Screening CCCNC(=O)Nc1ccc2c(c1)OC[C@H](C)N(C(=O)C1CCCCC1)C[C@@H](C)[C@H](OC)CN(C)C2=O returned aSyn rescue -7.1%, KB-V1 cytotox 8.3%, DRD3 agonist 2.9, GLP-1R inv ag 16.8%, TDP-43 yeast inh 11.3%, DRD3 antagonist -0.8, PTHR1 agonist inactive and HEK293 tox -6.5%.
O=C(Cc1ccccc1)NCC(=O)OCc1ccc([N+](=O)[O-])cc1 was read as aSyn rescue 7.9%, KB-V1 cytotox -11.9%, DRD3 agonist -2.4, GLP-1R inv ag 14.4%, TDP-43 yeast inh 16.3%, DRD3 antagonist -3.2, GLP-1R agonist -2.9%, PTHR1 agonist inactive and HEK293 tox 8.9%.
For COc1cccc2cc(-c3ccnc(N)n3)oc12 the results were aSyn rescue 0.5%, KB-V1 cytotox inconclusive, DRD3 agonist 1.1, GLP-1R inv ag 53.8%[activator][7.66 µM], TDP-43 yeast inh inconclusive, DRD3 antagonist 11.5, GLP-1R agonist 7.9%, PTHR1 agonist -65.7%[inhibitor] and HEK293 tox 5.7%[7.66 µM].

Assay outcomes deposited in PubChem BioAssay by National Center for Advancing Translational Sciences (NCATS).

This is a subset. The share of hits here may be higher or lower than overall.
